MRP-1 activ: H69AR viability gain despite doxorubicin, primary screen, MRP-1 activator project, H69AR cells, CellTiter-Glo; viability rescue; viability increase, % at 10 µM; actives 0.61% (n = 140,000);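 active = viability gain under doxorubicin at or above a set limit, the compound median plus 3 SD, cut at about 4.7% in these data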;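 note: MRP-1 overexpressing cells given doxorubicin 25 µM after compound pretreatment; 18-22 h compound pretreatment then 72 h with doxorubicin before readout; 0% = doxorubicin-only wells and 100% = vehicle-treated cells without doxorubicin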
BB579 growth dn: growth inhibitors of yeast BB579 in restrictive medium, primary screen, yeast lifespan-shortening project, S. cerevisiae | OD615, 48 h | inhibition, % at 10 µM | actives 0.51% (n = 140,000);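 active = inhibition above a set limit, 3 SD over the mean compound inhibition, cut at about 44% in these data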; note: inactives centre near -24
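Material: Saccharomyces cerevisiae DeaD strain BB579, replicative lifespan model yeast; buffer or medium: CSMM-D restrictive synthetic medium containing dextrose (glucose); compound: 10 µM single dose, DMSO 0.25%; timing: 48 h compound exposure at 30 °C after 4 h preincubation; signal: turbidity as optical density at 615 nm; benchmarks: positive control amphotericin B 10 µg/mL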
HCT116 bCat-KO: primary screen for growth suppressors in beta-catenin knockout HCT116 cells (colon tumor, human); HCT116 beta-catenin knockout viability, CellTiter-Glo, 60 h; hits give low values; viability, % at 10 µM; actives 1.5% (n = 140,000);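 active = viability at or under a set limit, the compound median less 4 SD, cut at about 6% in these data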;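 note: 0% = Hyamine 1622 control at 20 µM and 100% = untreated cell control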
Measles CPE: compounds protecting cells from measles virus cytopathic effect, primary screen, measles RdRp inhibitor project, single point, MLSMR library, absorbance; Measles virus-infected cells, CPE protection; protection (pct of control), % at 4 µM; actives 1.5% (n = 140,000); in the data active = protection mostly above about 24%, no sharp cut-off; inactive = mostly below about 26%; note: some compounds called inactive have numbers as strong as hits
Phagocyt inh: inhibitors of macrophage phagocytosis, primary screen, imaging, J774A.1 cells, IgG beads; J774A.1 macrophage IgG-bead phagocytosis; inhibition, % at 5 µM; actives 0.07% (n = 110,000); AID 1029, 2008;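 active = inhibition above the mean of the plate negative controls plus 5 SD, cut at about 13% in these data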;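 note: phagocytic index as fraction of beads internalized from green versus red external bead signal; plate controls were DMSO negative control for no effect and cytochalasin-D positive control for full effect; some results beyond the cut were filed as inactive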
Yeast life ext: compounds extending yeast replicative lifespan, primary screen, S. cerevisiae, OD615; S. cerevisiae growth with nicotinamide; deaD strain in restrictive glucose medium; inhibition of the nicotinamide effect, % at 10 µM; actives 0.68% (n = 130,000); AID 775, 2007;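 active = inhibition above a set limit, placed 3 SD over the median of all compounds, cut at about 26% in these data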;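 note: 0% = nicotinamide-treated wells and 100% = cells grown without nicotinamide; some compounds called inactive have numbers as strong as hits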
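System: Modified budding yeast, DeaD strain | Buffer or medium: Restrictive glucose medium | Also added: 1.5 mM nicotinamide | Doses: 10 µM single point, 0.25% DMSO | Schedule: 48 h compound exposure at 30 °C, humidified | Detection: Absorbance at 615 nm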
E-sel TNF inh: E-selectin induction blockers in HUVEC – imaging, immunofluorescence, high content, primary screen; HUVEC TNFa-induced E-selectin immunofluorescence; inhibition, % at 2 µM; actives 0.71% (n = 120,000); AID 1246, 2008;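 active = inhibition above the batch mean plus 3 SD, and confirmed as a hit on visual image review, cut at about 43% in these data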;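 note: 0% = TNF-stimulated DMSO wells and 100% = unstimulated control wells; not every result past the cut was called active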
NPY Y2 blocker: NPY-Y2 receptor antagonists, primary screen, cell-based | inhibition, % at 2.7 µM | NPY-Y2 expressing cells, antagonist mode | Neuropeptide Y receptor type 2 (Homo sapiens), P49146 | actives 0.99% (n = 140,000) | AID 793, 2007; in the data active = inhibition above about 17%;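 note: 0% = vehicle with agonist challenge and 100% = reference antagonist with challenge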
Target sequence (P49146 whole entry, looked up): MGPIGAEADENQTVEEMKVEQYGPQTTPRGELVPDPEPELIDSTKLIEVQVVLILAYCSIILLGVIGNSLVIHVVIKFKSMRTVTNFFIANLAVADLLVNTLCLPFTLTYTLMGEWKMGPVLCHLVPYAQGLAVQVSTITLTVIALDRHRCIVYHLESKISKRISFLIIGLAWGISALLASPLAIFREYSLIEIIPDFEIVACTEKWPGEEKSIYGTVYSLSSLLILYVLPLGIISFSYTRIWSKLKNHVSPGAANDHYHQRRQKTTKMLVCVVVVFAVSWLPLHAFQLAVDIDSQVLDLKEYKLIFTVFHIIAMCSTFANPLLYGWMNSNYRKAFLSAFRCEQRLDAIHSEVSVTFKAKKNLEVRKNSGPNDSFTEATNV
HCT116 PTEN-null: growth suppression of PTEN-null HCT116, primary screen, cell-based, CellTiter-Glo; HCT116 PTEN-null viability, 60 h; hits give low values; viability, % at 10 µM; actives 1.2% (n = 140,000); AID 827, 2007;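 active = viability at or below a set limit, 4 SD under the median of all tested compounds, cut at about 3.7% in these data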;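 note: PTEN knockout HCT116 line with beta catenin targeted HCT116 as companion control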
GALR2 antag: GALR2 antagonists in receptor-expressing cells, primary screen; Galanin receptor type 2 (Homo sapiens), O43603; antagonist mode; inhibition, % at 4 µM; actives 0.39% (n = 140,000); in the data active = inhibition above about 27%;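 note: cells stimulated with galanin 1-16 at roughly its EC80; 0% = agonist challenge control and 100% = basal control without agonist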
Target sequence (O43603 whole entry, looked up): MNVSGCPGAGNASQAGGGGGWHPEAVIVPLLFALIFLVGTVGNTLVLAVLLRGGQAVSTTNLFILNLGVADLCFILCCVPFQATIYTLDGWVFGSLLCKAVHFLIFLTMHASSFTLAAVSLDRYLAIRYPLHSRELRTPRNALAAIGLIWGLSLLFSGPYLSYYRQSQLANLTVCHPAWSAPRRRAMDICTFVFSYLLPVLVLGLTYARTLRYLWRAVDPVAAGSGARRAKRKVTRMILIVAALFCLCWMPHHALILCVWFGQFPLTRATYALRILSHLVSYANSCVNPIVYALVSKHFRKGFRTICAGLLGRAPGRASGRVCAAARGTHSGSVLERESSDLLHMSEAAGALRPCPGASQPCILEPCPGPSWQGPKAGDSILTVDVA
An asterisk follows results filed as active; nt = no result given. This is a random part of the collection; about 6.2% have a hit in one of these screens.

SMILES	MRP-1 activ	BB579 growth dn	HCT116 bCat-KO	Measles CPE	Phagocyt inh	Yeast life ext	E-sel TNF inh	NPY Y2 blocker	HCT116 PTEN-null	GALR2 antag
COc1cc(/C=C/C(=O)Nc2ccc(C)cc2)cc(OC)c1OC	0.1	-24	61	5	-7	-10	0	-1	55	20
COc1ccccc1NCCC(=O)OCC(=O)NC1CC1	0.2	-9	87	1	-3	-4	14	-2	89	-2
COc1cccc(CNS(=O)(=O)c2cc(Br)cc3c2N(C(C)=O)C(C)C3)c1 (stereo not given)	-0.4	-63	79	18	-1	-8	8	4	98	-13
C[C@@H]1NC(=O)c2cc([N+](=O)[O-])cc(I)c2NCC[C@@H](C(N)=O)NC(=O)[C@H](CC(N)=O)NC1=O	-1.8	-18	91	9	nt	7	-8	-1	97	0
Nc1c2c(nc3ccccc13)CCCC2	-1.4	-33	77	14	nt	14	nt	3	83	2
Cc1cc(C)n(-c2c(F)c(F)c(CO)c(F)c2F)n1	-1.1	-37	89	11	-2	6	20	1	97	-6
CC(C)N(Cc1nc(-c2ccccc2)no1)C(=O)CSc1ccccc1	-0.6	-73	86	9	0	4	18	8	85	3
Cc1cccc(NC(=O)CSc2nnc(CNC(=O)c3ccc(S(=O)(=O)N(C)C)cc3)n2-c2cccc(C)c2)c1	-1.4	-26	89	6	-2	2	nt	-2	82	-6
COc1cccc(-n2nc(-c3ccnn3-c3ccc(C)cc3)c(=O)n(C)c2=O)c1	-3.0	-15	93	12	0	1	4	-3	89	-11
COc1ccc(OCCC(=O)Nc2cc(C)on2)cc1	0.2	-44	97	6	8	-6	-36	1	99	6
COC(=O)c1cnn(-c2cc(Oc3ccccc3)ncn2)c1N	5.7*	-17	89	20	-1	-2	-5	1	97	0
Cc1[nH]c2ccccc2c1C(=O)COC(=O)c1c(-c2c(F)cccc2Cl)noc1C	1.8	-5	84	6	-8	-2	-4	-4	75	-12
Cc1ccc(C2CC(=O)NC(SCCC(C)C)=C2C#N)cc1 (stereo not given)	-1.1	7	82	36	0	-9	nt	3	89	-1
CC(C)CCN1CC(C(=O)NCCC2=CCCCC2)CC1=O (stereo not given)	-0.3	-24	103	1	-2	-6	-10	3	102	5
COC(=O)c1ccc(CC(=O)c2nc3ccccc3s2)cc1	-1.1	-17	89	12	-10	-3	-1	5	88	4
CCN(CC)C(=O)Cn1nnc(-c2ccc(C)o2)n1	-1.7	-25	95	3	2	1	2	2	96	-1
CCOC(=O)N1CCN(c2nc(-c3ccc(F)cc3)cs2)CC1	-0.7	-50	102	21	0	-15	-30	7	94	8
O=C(Nc1ccccc1N1CCOCC1)c1ccc([N+](=O)[O-])cc1	-3.5	-3	93	2	nt	-20	21	0	98	0
C/C(=N\NC(=O)c1cccc(S(=O)(=O)Nc2ccccc2Cl)c1)c1ccco1	-2.4	-38	90	2	-10	3	-1	3	89	-5
Cc1ccc(/C(O)=C2\C(=O)C(=O)N(c3cc(C)on3)C2c2cccc(Br)c2)cc1 (stereo not given)	-1.3	7	92	18	0	27*	-31	6	91	-4
O=C1OCc2cc(NC(=O)C34CC5CC(CC(C5)C3)C4)ccc21	-3.0	-7	91	13	-2	-3	4	1	91	1
CCC(C)N=C1CC(C)(C)CC(=O)/C1=C(/O)Cc1ccccc1 (stereo not given)	-1.6	-25	92	3	1	7	-11	-1	99	0
COc1cc2c(cc1OC)C(C(=O)NCc1ccco1)C(c1cccs1)N(C)C2=O (stereo not given)	-3.1	-13	92	10	0	-9	nt	-2	91	3
CC(C(=O)OCC(=O)Nc1ccc(S(=O)(=O)N2CCCCC2)cc1)N1C(=O)c2ccccc2C1=O (stereo not given)	-1.8	-4	90	4	0	-17	-16	0	104	-7
CCCC12CN(C(=O)c3ccc(OC)cc3)CC(C)(CN(C(=O)c3ccc(OC)cc3)C1)C2=O	-2.3	-28	93	7	-2	-7	14	6	96	-6
NS(=O)(=O)c1ccc(NS(=O)(=O)c2ccc(NC(=O)c3ccc(-c4ccccc4)cc3)cc2)cc1	0.7	-44	105	5	nt	-9	-5	5	101	-1
COc1ccc(Nc2ncc3c(n2)CC(c2ccc(C)cc2)CC3=O)cc1 (stereo not given)	0.8	-9	74	8	nt	-4	1	-3	76	5
COc1ccc(C2NC(=O)c3ccccc3N2)cc1OC (stereo not given)	-0.7	-1	98	4	0	-10	11	-2	106	-6
C=CCOc1nc2c(c(=O)n(C)c(=O)n2C)n1Cc1ccc(Cl)cc1Cl	-2.0	-37	72	15	1	-3	-1	7	75	-10
COc1ccc2c(c1OC)C(=O)N1N=C(c3ccc(Br)cc3)CC21 (stereo not given)	-0.7	0	101	10	-6	-7	8	6	107	-2
CCN1C(=O)/C(=C\c2ccncc2)SC1=Nc1ccc(C)c(C)c1	-3.9	-24	42	9	-4	10	nt	1	58	-14
COc1cc(OC)c2c(C)c(Cl)c(=O)oc2c1	-2.1	-21	88	8	0	-27	4	3	86	8
Cc1ccc(/C=N/NC(=O)CN(Cc2ccccc2)S(=O)(=O)c2ccc3c(c2)OCCO3)cc1	-2.7	-10	86	18	-10	-3	nt	-1	89	-3
COC(=O)c1ccccc1NC(=O)/C=N/O	-2.4	-41	88	44*	nt	-14	7	0	84	11
C=CCNC(=O)COc1ccc(S(=O)(=O)Nc2ccc(OCC)cc2)cc1	-1.9	-14	85	2	0	2	-19	0	89	2
CCC(C)Oc1nc2ccccc2nc1NS(=O)(=O)c1ccccc1 (stereo not given)	-1.8	-39	98	7	1	26*	-1	6	98	-5
O=S(=O)(c1cnccc1N1CCN(/N=C/c2ccccc2)CC1)N1CCCCC1	-1.0	-17	77	15	nt	-8	19	4	89	11
O=C(COC(=O)Cc1ccc(S(=O)(=O)N2CCOCC2)s1)Nc1ccc2c(c1)OCO2	-0.3	-72	101	3	1	5	13	2	101	-8
COc1ccccc1C(=O)Nc1ccc(C(=O)/C=C/c2cccs2)cc1	-5.0	-25	94	6	-6	-2	nt	7	91	14
CCCc1cc(=O)oc2c(C)c(OCC(=O)c3ccc(N4CCCC4)cc3)ccc12	-2.9	-21	24	11	1	-4	31	2	18	-1
COc1ccc(Cc2nn3c(-c4ccccc4OC)nnc3s2)cc1	-1.4	-74	94	3	0	-12	-14	3	93	20
Oc1ccc(-c2csc(-c3ccccc3)n2)cc1O	-1.6	83*	83	3	6	-20	51*	-3	84	-4
Cc1cc(C(=O)COC(=O)c2ccc[nH]c2=O)c(C)n1-c1ccc(F)cc1	-2.5	54*	91	8	-11	17	nt	3	84	4
Clc1ccc(-c2cc(-c3nnc4n3CCCCC4)c3ccccc3n2)cc1	-3.8	-22	62	3	-3	3	nt	2	61	14
Cc1onc(-c2ccccc2)c1C(=O)Nc1sc2c(c1C#N)CCC(C)C2 (stereo not given)	-1.2	-19	36	12	nt	-9	nt	11	35	-11
O=C(NNC(=O)C12CC3CC(CC(C3)C1)C2)c1cnccn1	0.8	-36	18	7	-4	0	nt	0	21	-2
COc1ccc(C(=O)/C=C/c2ccc(OC)c(COc3ccccc3F)c2)cc1	-4.1	-38	34	7	6	-2	nt	5	25	3
COCCNC(=S)N/N=C(\C)c1ccc(-n2ccnc2)cc1	-1.2	-20	8	5	-2	-5	5	2	6	-12
Cc1ccc(Cc2nc(-c3cccc(C)c3)no2)cc1	1.5	-37	101	7	0	-9	1	7	102	-1
COc1ccc(-c2nnn(CC#N)n2)cc1OC	0.4	-28	98	4	-1	-35	-2	5	93	-6
Cc1cccc(NC(=O)C2Cc3ccccc3CN2C(=O)OCc2ccccc2)c1C (stereo not given)	-4.3	-30	76	24	-2	6	9	11	67	-1
O=C(c1ccc(Br)o1)N1CCN(c2ccc3nnc(-c4ccccc4)n3n2)CC1	-4.3	-35	37	12	0	1	nt	8	37	-20
CN(C)C(CNS(=O)(=O)c1ccc(Cl)cc1)c1cccnc1 (stereo not given)	-0.3	-13	108	6	0	4	nt	2	107	-2
Cc1ccsc1C(=O)NNC(=O)C1CCCCC1C(=O)O (stereo not given)	1.6	-33	93	11	nt	nt	-1	3	94	16
Cc1nnc(NC(=O)CCCCCN2C(=O)C3C4C=CC(C4)C3C2=O)s1 (stereo not given)	-0.7	-5	100	13	0	-8	-3	0	97	14
CC(C(=O)Nc1cccc([N+](=O)[O-])c1)N1CCN(C/C=C/c2ccccc2)CC1 (stereo not given)	-1.9	-15	79	nt	-10	0	nt	0	79	4
COc1ccc(NC(=O)c2ccccc2NS(=O)(=O)c2ccc(C)cc2)c([N+](=O)[O-])c1	0.6	-38	95	20	-3	6	nt	14	84	0
Cc1cc2oc(=O)cc(CN3CCN(Cc4ccc5c(c4)OCO5)CC3)c2cc1C	-0.8	-31	79	15	nt	nt	7	8	68	-1
O=C(Nc1ccc(F)cc1)NC1CCCCC1	0.3	-15	104	3	2	-6	10	1	106	-5
COc1ccc(C(=S)Nc2ccc(C)cc2)cc1	-0.5	-33	83	19	-1	-12	-53	5	105	7

Structures shown so far that contain two or more sulfur atoms:
SMILES	MRP-1 activ	BB579 growth dn	HCT116 bCat-KO	Measles CPE	Phagocyt inh	Yeast life ext	E-sel TNF inh	NPY Y2 blocker	HCT116 PTEN-null	GALR2 antag
Cc1cccc(NC(=O)CSc2nnc(CNC(=O)c3ccc(S(=O)(=O)N(C)C)cc3)n2-c2cccc(C)c2)c1	-1.4	-26	89	6	-2	2	nt	-2	82	-6
NS(=O)(=O)c1ccc(NS(=O)(=O)c2ccc(NC(=O)c3ccc(-c4ccccc4)cc3)cc2)cc1	0.7	-44	105	5	nt	-9	-5	5	101	-1
O=C(COC(=O)Cc1ccc(S(=O)(=O)N2CCOCC2)s1)Nc1ccc2c(c1)OCO2	-0.3	-72	101	3	1	5	13	2	101	-8

(listing goes on)
SMILES	MRP-1 activ	BB579 growth dn	HCT116 bCat-KO	Measles CPE	Phagocyt inh	Yeast life ext	E-sel TNF inh	NPY Y2 blocker	HCT116 PTEN-null	GALR2 antag
CC(C)CNC(=O)c1coc(=O)c(Br)c1	-5.7	18	74	10	-2	1	9	5	68	3
CSc1nc(C)cc(-n2ccc(=O)[nH]c2=O)n1	-3.4	-15	89	14	0	-4	-13	-1	94	1
CCCS(=O)(=O)N1CCN(C(=O)COc2ccccc2)CC1	-1.1	-7	91	19	-2	-4	7	0	91	1
O=C(NCc1ccco1)C(c1ccco1)N(CCc1ccccc1)C(=O)Cn1nnc2ccccc21 (stereo not given)	0.1	-57	84	9	0	-1	-10	-1	85	9
COc1ccc(C(=O)C(CCCCC(CN(C)C)C(=O)c2ccc(OC)cc2)CN(C)C)cc1 (stereo not given)	-5.5	-26	18	7	nt	-19	18	22*	18	7
Cc1ccc(CNC(=O)C2CCCN2C(=O)NCc2ccccc2)cc1 (stereo not given)	0.6	-4	107	4	nt	-4	5	0	105	2

Compound activity (PubChem BioAssay)
